D1 antag – human D1 dopamine receptor antagonism | P21728 | HEK293 TREx D1 cells, calcium flux, dopamine EC80; active compounds read low | activity change, negative = inhibition, % at 10 µM | hit rate 3.2% among 360,000; in the data active = activity change below about -30%; note: % is set by controls: 0 for no effect and ±100 for the full control effect
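Antagonism measured as reduced calcium response to an EC80 dopamine addition following 180 s compound pre-read; cells were inducible HEK293 Trex D1 plated overnight at 30 C, read kinetically at 1 cycle/sec.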
TRHR enhancer – TRH receptor (human) allosteric enhancement; TRHR cells, fluo-8 calcium fluorescence, EC20 TRH enhancement; hit rate 0.66% among 360,000; AID 493056; enhancement, % at 2 µM; in the data active = enhancement above about 30%; note: 0% is about no effect
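Enhancer read-out: after compound pinning and an initial kinetic agonist-mode read, an EC20 of TRH (10 nM final) was injected and fluo-8 calcium signal (Ex 480/Em 530) followed at 1 s/cycle for 100 cycles in TRHR-expressing cells.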
D2 antag – antagonists of human D2 dopamine receptor. P14416. HEK293 TREx D2 cells, calcium flux, dopamine EC80. inhibition, % at 10 µM. hit rate 2% among 340,000. AID 485344; in the data active = inhibition above about 30%; note: 0% is about no effect
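Tetracycline-induced HEK293 TREx cells expressing D2 receptor forced-coupled to calcium signalling, loaded with no-wash calcium dye. Compounds added and calcium flux read 180 s, then dopamine added at EC80 and read a further 180 s.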
D2 ag – activates the human D2 dopamine receptor; P14416; HEK293 T-REx D2 cells, calcium flux agonist mode; activation, % at 2 µM; hit rate 0.53% among 340,000; AID 485358;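 active = activation over 3 SD above normal in the single-dose calcium agonist read, cut at about 30% in these data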; note: 0% is about no effect
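HEK293 Trex D2 cells, tetracycline-induced, o/n 30 C 5% CO2; no-wash Ca dye, RT 30–90 min; 10-cycle baseline, 23 nl cpd added, kinetic Ca read 180 s; agonist hits = positive Ca response.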
TRHR agonist – TRH receptor (human) agonism | P34981 | AID 493084 | hit rate 0.18% among 360,000 | activation, % at 2 µM | TRHR cells, calcium flux fluo-8, FDSS agonist mode; note: 0% is about no effect
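TRHR-expressing cells loaded with fluo-8 calcium dye; 23 nL library compound pin-transferred, kinetic FDSS fluorescence (Ex 480/Em 530) recorded about 180 s for agonist-induced calcium release, before a 10 nM TRH EC20 addition for potentiator mode.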
D2 PAM – D2 dopamine receptor (human) potentiation; hit rate 0.34% among 340,000; HEK293 T-REx D2, calcium flux, EC20 dopamine potentiation; potentiation, % at 10 µM; AID 485347;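 active = potentiation over 3 SD above the plate norm, cut at about 30% in these data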; note: 0% is about no effect
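Primary screen. Calcium kinetics in induced HEK293 T-REx D2 cells: compound pre-addition 180 s, EC20 dopamine, 180 s more.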
D1 PAM – human D1 dopamine receptor positive modulation; P21728; HEK293 TREx D1 cells, calcium flux, dopamine EC20 potentiation; potentiation, % at 10 µM; hit rate 0.036% among 360,000; AID 504651; in the data active = potentiation above about 30%; note: 0% is about no effect
D1 agonist – human D1 receptor agonism; P21728; HEK293 T-REx D1 cells, calcium flux, agonist mode; activation, % at 2 µM; hit rate 1% among 360,000; AID 504660; note: 0% is about no effect
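Tetracycline-induced HEK293 TREx D1 cells, force-coupled to calcium signalling, were dye-loaded with a no-wash calcium kit. Compound was pin-added after a 10 s baseline. Fluorescence was read kinetically at 1 cycle/s for 180 s, with calcium rises flagged as agonism.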
RXFP1 antag – RXFP1 (human) relaxin receptor antagonism. activity change, negative = inhibition, % at 57.5 µM. HEK293-RXFP1, relaxin-stimulated cAMP HTRF, 30 min; active compounds read low. hit rate 0.59% among 350,000;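 active = activity change of -60% or lower, but not beyond a set lower limit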; note: % is set by controls: 0 for no effect and ±100 for the full control effect
Target sequence (Q9HBX9 whole entry, looked up): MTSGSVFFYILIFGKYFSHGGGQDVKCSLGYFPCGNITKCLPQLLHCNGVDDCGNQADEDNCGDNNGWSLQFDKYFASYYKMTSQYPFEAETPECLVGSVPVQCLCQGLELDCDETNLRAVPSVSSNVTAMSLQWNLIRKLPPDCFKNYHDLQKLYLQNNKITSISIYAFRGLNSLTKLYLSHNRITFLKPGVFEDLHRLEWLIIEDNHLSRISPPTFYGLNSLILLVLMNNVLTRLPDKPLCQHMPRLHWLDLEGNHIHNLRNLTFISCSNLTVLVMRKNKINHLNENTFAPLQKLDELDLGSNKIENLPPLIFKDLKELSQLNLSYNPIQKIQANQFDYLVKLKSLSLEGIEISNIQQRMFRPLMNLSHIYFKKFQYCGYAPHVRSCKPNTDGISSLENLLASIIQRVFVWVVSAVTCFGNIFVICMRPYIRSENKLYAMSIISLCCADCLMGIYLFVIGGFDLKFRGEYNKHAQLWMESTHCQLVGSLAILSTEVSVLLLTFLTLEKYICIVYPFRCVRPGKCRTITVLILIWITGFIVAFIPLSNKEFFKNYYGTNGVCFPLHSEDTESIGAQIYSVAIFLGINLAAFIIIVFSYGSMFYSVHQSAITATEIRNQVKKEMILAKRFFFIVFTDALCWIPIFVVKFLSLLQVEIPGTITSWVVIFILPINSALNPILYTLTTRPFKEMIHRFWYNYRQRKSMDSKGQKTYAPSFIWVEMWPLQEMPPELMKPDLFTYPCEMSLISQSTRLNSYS
The depositor's hits bear a star; x = no result given. Cut-off read from the data, not from the text of the source, unless noted: active = activation above about 30%; inactive = the rest.

SMILES	D1 antag	TRHR enhancer	D2 antag	D2 ag	TRHR agonist	D2 PAM	D1 PAM	D1 agonist	RXFP1 antag
CC(C)(C)N1CC(c2nc3ccccc3n2Cc2ccc(F)cc2)CC1=O (stereo not drawn)	-6	-19	15	2.0	0.3	-9	1	2	0
COc1ccc(NC(=O)C(c2cc3c(cc2[N+](=O)[O-])OCO3)N(C)Cc2ccccc2)cc1 (stereo not drawn)	-20	-4	-5	-0.2	0.0	-3	-4	1	-5
CCc1cc(=O)oc2cc(C)cc(OCC(=O)NCCCN3CCOCC3)c12	2	7	-5	-0.6	-1.0	22	-1	9	10
CCOC(=O)c1cc(C(=O)Nc2ccc(S(=O)(=O)Nc3ccc(OC)cc3)cc2)nn1C	3	5	-4	0.0	0.5	-6	1	6	x
CCOc1cccc2sc(Nc3nc4ccc(NC(C)=O)cc4s3)nc12	3	-11	31*	0.8	-0.3	-14	-6	1	-9
Cc1cccc(NC(=O)C2CCCN(C(=O)Nc3ccccc3)C2)c1C (stereo not drawn)	23	-1	24	-0.1	-0.5	17	-3	1	-4
CN(C1CCS(=O)(=O)C1)S(=O)(=O)c1cccs1 (stereo not drawn)	-5	-2	0	-1.1	0.5	0	-4	1	-3
O=C(CCCOc1ccccc1)N1CCN(c2ccc(F)cc2)CC1	0	1	-13	-1.4	-0.9	-2	2	1	1
Cc1ccc(C(=O)Nc2cccc(C(F)(F)F)c2)cc1NC(=O)c1nccn1C	-3	0	0	-0.4	-0.8	-3	0	1	6
COc1ccc(OC)c(NC(=O)C(=O)/C=C(\O)c2cc(OC)ccc2OC)c1	-3	-2	7	0.1	0.2	-1	0	3	-16
Cc1ccc(N/C(N)=N/c2nc(CSc3ccccn3)cc(=O)[nH]2)c(C)c1	7	11	-13	3.3	-0.1	-9	-8	-1	-2
CC(C)C[C@H](NC(=O)c1[nH]cnc1C(=O)N[C@@H](Cc1ccccc1)C(=O)OCc1ccccc1)C(=O)OC(C)(C)C	5	16	-35	0.0	1.7	-8	-4	10	x
CC(C)c1ccc(NC(=O)CN2CCN(c3ccccn3)CC2)cc1	11	0	0	15	-0.1	-11	-4	0	4
COc1ccc(C(=O)Nc2ccc3c(c2)C(=O)c2ccccc2C3=O)cc1OC	-9	-4	-8	0.1	-0.3	-9	-1	1	-4
O=c1cc(COc2ncnc3ccccc23)nc2sccn12	-20	3	-3	-0.1	0.9	12	0	3	7
Cn1c(SCC(=O)Nc2nc(C(C)(C)C)cs2)nnc1C1CC1	5	-4	16	0.1	0.5	5	0	3	-4
COc1ccc(OC)c(S(=O)(=O)Nc2c(NC3CCCCC3)c3ccccc3oc2=O)c1	-2	-12	-9	0.4	-0.5	8	-5	0	-14
Cc1ccc(C)c(NS(=O)(=O)c2ccc3oc(=O)c4ncn(C)c4c3c2)c1	-5	9	x	x	-0.8	3	-1	10	-37
O=C(NC1(C(F)(F)F)N=C2SCCN2C1=O)c1ccccc1 (stereo not drawn)	-16	0	22	0.3	0.1	16	1	2	-9
CCc1ccc(NC(=O)Cn2c(=O)n(Cc3ccccc3)c(=O)c3oc4ccccc4c32)cc1	-9	-4	x	0.9	0.3	x	-3	3	-7
COCCn1c(=NC(=O)c2cc(-c3cccs3)nc3ccccc23)sc2cc(S(N)(=O)=O)ccc21	-10	4	-9	0.6	0.6	-3	-6	3	-10
Cc1cc(C)cc(NC(=S)NN)c1	24	9	3	-0.1	0.2	6	5	2	-5
S=C(NCCc1ccccc1)N1CCN(C2CCCCC2)CC1	7	1	-32	0.5	1.3	0	1	1	-20
CCOc1ccc2nc(NC(=O)CCn3cccc3)sc2c1	-23	-1	20	1.9	1.5	1	-6	1	x
COc1ccc(OC)c(C2C(C(=O)c3cc4ccccc4o3)=C(O)C(=O)N2c2cc(C)on2)c1 (stereo not drawn)	-1	-4	29	-0.3	-0.6	2	1	1	x

An excerpt from the list above, as a working copy:
SMILES	D1 antag	TRHR enhancer	D2 antag	D2 ag	TRHR agonist	D2 PAM	D1 PAM	D1 agonist	RXFP1 antag
CC(C)(C)N1CC(c2nc3ccccc3n2Cc2ccc(F)cc2)CC1=O (stereo not drawn)	-6	-19	15	2.0	0.3	-9	1	2	0
COc1ccc(NC(=O)C(c2cc3c(cc2[N+](=O)[O-])OCO3)N(C)Cc2ccccc2)cc1 (stereo not drawn)	-20	-4	-5	-0.2	0.0	-3	-4	1	-5
CCc1cc(=O)oc2cc(C)cc(OCC(=O)NCCCN3CCOCC3)c12	2	7	-5	-0.6	-1.0	22	-1	9	10
CCOC(=O)c1cc(C(=O)Nc2ccc(S(=O)(=O)Nc3ccc(OC)cc3)cc2)nn1C	3	5	-4	0.0	0.5	-6	1	6	x
CCOc1cccc2sc(Nc3nc4ccc(NC(C)=O)cc4s3)nc12	3	-11	31*	0.8	-0.3	-14	-6	1	-9
Cc1cccc(NC(=O)C2CCCN(C(=O)Nc3ccccc3)C2)c1C (stereo not drawn)	23	-1	24	-0.1	-0.5	17	-3	1	-4
CN(C1CCS(=O)(=O)C1)S(=O)(=O)c1cccs1 (stereo not drawn)	-5	-2	0	-1.1	0.5	0	-4	1	-3
O=C(CCCOc1ccccc1)N1CCN(c2ccc(F)cc2)CC1	0	1	-13	-1.4	-0.9	-2	2	1	1
Cc1ccc(C(=O)Nc2cccc(C(F)(F)F)c2)cc1NC(=O)c1nccn1C	-3	0	0	-0.4	-0.8	-3	0	1	6
COc1ccc(OC)c(NC(=O)C(=O)/C=C(\O)c2cc(OC)ccc2OC)c1	-3	-2	7	0.1	0.2	-1	0	3	-16
Cc1ccc(N/C(N)=N/c2nc(CSc3ccccn3)cc(=O)[nH]2)c(C)c1	7	11	-13	3.3	-0.1	-9	-8	-1	-2
CC(C)C[C@H](NC(=O)c1[nH]cnc1C(=O)N[C@@H](Cc1ccccc1)C(=O)OCc1ccccc1)C(=O)OC(C)(C)C	5	16	-35	0.0	1.7	-8	-4	10	x
CC(C)c1ccc(NC(=O)CN2CCN(c3ccccn3)CC2)cc1	11	0	0	15	-0.1	-11	-4	0	4
COc1ccc(C(=O)Nc2ccc3c(c2)C(=O)c2ccccc2C3=O)cc1OC	-9	-4	-8	0.1	-0.3	-9	-1	1	-4
O=c1cc(COc2ncnc3ccccc23)nc2sccn12	-20	3	-3	-0.1	0.9	12	0	3	7
Cn1c(SCC(=O)Nc2nc(C(C)(C)C)cs2)nnc1C1CC1	5	-4	16	0.1	0.5	5	0	3	-4
COc1ccc(OC)c(S(=O)(=O)Nc2c(NC3CCCCC3)c3ccccc3oc2=O)c1	-2	-12	-9	0.4	-0.5	8	-5	0	-14

Next results follow:
SMILES	D1 antag	TRHR enhancer	D2 antag	D2 ag	TRHR agonist	D2 PAM	D1 PAM	D1 agonist	RXFP1 antag
COc1ccc2c(CC(=O)OCC(=O)Nc3ccc4c(c3)OCO4)coc2c1	-3	2	-11	-0.6	-0.4	-5	0	0	-5
O=C(CCN1C(=O)C2C3C=CC(C4CC34)C2C1=O)Oc1ccccc1 (stereo not drawn)	-15	-5	-8	0.2	-1.0	10	-3	2	-2
Cc1ccccc1C(=O)NC(C(N)=O)P(=O)(OC(C)C)OC(C)C (stereo not drawn)	-2	-7	1	-0.1	0.3	5	-1	3	7
Cc1cccc(N2CCN(C(=O)Cn3ncc4c3-c3ccccc3OC4)CC2)c1C	16	0	x	0.3	0.0	-19	2	0	x
COCCCNC(=O)CN1C(=O)c2cccc3cccc1c23	10	6	-2	0.9	0.3	2	0	0	13
COc1ccccc1OCC(=O)Nc1ccc(-c2nnc(-c3ccco3)o2)cc1	4	8	x	x	-0.3	x	5	0	-1
COc1ccc(NC(=O)CCC(=O)Nc2nnc(C3CCCCC3)s2)c(OC)c1	-6	0	x	x	0.0	-2	-4	0	-37
Cc1cc(C)cc(OCc2nc(-c3cccnc3)no2)c1	-30*	-8	0	-0.1	-0.2	7	-1	3	-7
Cc1ccccc1OCC1CN(CN2CCOCC2)C(=O)O1 (stereo not drawn)	21	-4	6	0.2	0.0	-2	11	4	2
COC(=O)c1cc(S(=O)(=O)N2CCCC(C)C2)c[nH]1 (stereo not drawn)	-15	4	6	-0.4	-0.2	15	-6	6	5
c1csc(-c2nnc(N3CCOCC3)c3ccccc23)c1	-11	-3	9	-2.2	0.1	2	-6	0	-4
CN(CC(=O)Nc1cccc(F)c1)C(=O)c1cc(=O)[nH]c2ccccc12	12	13	4	0.5	0.6	-9	9	1	8
CC(=O)c1sc(NCc2ccc(C)cc2)nc1C	-13	14	-6	1.0	0.2	11	x	4	-14
COc1ccc2nc(SCC(=O)Nc3ccccc3OC)[nH]c2c1	9	-3	5	-2.4	0.1	1	2	4	-5
O=C(CCS(=O)(=O)c1ccc(Br)cc1)NCc1cccs1	5	5	5	0.8	-0.6	25	0	3	x
COc1ccc(OC)c(S(=O)(=O)N2CCN(c3ccc(F)cc3)CC2)c1	-7	2	4	-1.0	-0.4	-1	-3	9	1
COc1cccc(/C=C/C(=O)OCC(=O)c2c[nH]c3ccccc23)c1	-7	16	26	0.8	1.4	13	-3	3	3
Cc1cc(NC(=O)CCC(=O)N(c2ccccc2)C(C(=O)NC2CCCC2)c2ccncc2)no1 (stereo not drawn)	1	-6	7	-0.6	-0.9	-1	-2	1	-7
COCC(=O)Nc1ccccc1Br	-13	-11	7	-0.4	-0.5	-4	-3	0	7
Cc1cc(OCC(=O)Nc2ccc(CN3CCOCC3)cc2)ccc1Cl	-25	4	-1	0.1	0.1	-8	-12	16	4
O=C(c1ccc(NC(=O)C2(c3ccccc3)CCOCC2)cc1)N1CCOCC1	-10	-9	32*	-0.5	0.6	7	5	1	4
O=c1[nH]c(CN2CCN(S(=O)(=O)/C=C/c3ccccc3)CC2)nc2ccccc12	-15	-4	-35	0.5	-0.1	-7	-4	-5	-12
Cc1cc(Br)c2nc3c(c(C(=O)O)c2c1)CCCCC3	6	3	7	0.6	-0.9	0	-2	2	52
Cc1[nH]c2ccc(C(=O)NCCCN3CCCC3)cc2c1C	1	11	-7	1.0	0.3	0	-3	1	-2
CC(C)(C)NC(=O)c1oc2ccccc2c1NC(=O)c1ccccc1F	21	-8	x	0.7	0.3	4	2	1	-21
Cc1ccccc1CSCc1nc2ccccc2[nH]1	-30*	-5	0	-1.7	-1.4	9	-9	13	15
N=C(N=C(N)N)N1CCc2ccccc21	-37*	2	7	1.3	0.1	6	-7	1	-3
Cc1ccc(-n2nc(C)cc2NC(=O)c2ccc(C)s2)cc1	3	3	0	-0.3	-0.5	3	-4	1	-9
CCn1c(SCC(=O)c2[nH]c(C)c(C(C)=O)c2C)nnc1-c1cccs1	-20	-1	99*	-0.2	0.1	-8	-8	7	-19

From PubChem BioAssay
